5HT1E ag: 5-HT1E (human) receptor agonism. 0.69% of 65,000 active. P28566. activation, % at 6 µM. CHO 5-HT1E Ga15 NFAT-bla reporter, FRET; 0% DMSO wells, 100% control agonist wells;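 active = activation above a set limit, the screen-wide mean activation plus 3 SD, cut at about 8.5% in these data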;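 also: 100% = positive control agonist at 1 µM giving full maximal response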
5HT1E antag: 5-HT1E (human) receptor antagonism | P28566 | CHO 5-HT1E Ga15 NFAT-bla reporter, FRET, antagonist | inhibition, % at 6 µM | 0.99% of 65,000 active | AID 571;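 active = inhibition above a set limit, the mean inhibition across every tested compound plus 3 SD, cut at about 29% in these data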;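 also: signal is the 460 over 535 nm emission ratio of beta-lactamase substrate; 0% = agonist plus DMSO wells and 100% = wells without agonist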
HTR1A agonist: agonists of human 5-HT1a serotonin receptor. P08908. CHO 5-HT1a Ga15 NFAT-bla reporter, FRET ratio; 0% basal, 100% maximal reference agonist. activation, % at 10 µM. 0.56% of 65,000 active. AID 567;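 active = activation above the screen-wide mean activation plus 3 SD, cut at about 19% in these data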;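 also: 0% = DMSO wells and 100% = 5-CT at EC100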
Target sequence (P08908 whole entry, looked up): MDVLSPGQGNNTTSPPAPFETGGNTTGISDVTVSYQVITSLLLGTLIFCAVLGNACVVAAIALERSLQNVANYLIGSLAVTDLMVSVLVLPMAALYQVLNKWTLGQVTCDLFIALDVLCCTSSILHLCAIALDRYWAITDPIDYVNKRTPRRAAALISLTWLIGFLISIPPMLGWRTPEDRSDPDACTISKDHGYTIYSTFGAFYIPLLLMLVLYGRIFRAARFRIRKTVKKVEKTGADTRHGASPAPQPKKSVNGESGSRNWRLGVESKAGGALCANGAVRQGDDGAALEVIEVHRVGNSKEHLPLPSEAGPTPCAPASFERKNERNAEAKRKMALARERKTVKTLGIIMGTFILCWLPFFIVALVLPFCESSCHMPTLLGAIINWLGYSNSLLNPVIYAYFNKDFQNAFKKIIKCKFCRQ
S1P3 agonist: agonists of human S1P3 receptor; Q99500; S1P3 NFAT-BLA reporter cells, agonism, FRET ratio; relative to 1 µM S1P, basal subtracted; activation, % at 4.5 µM; 0.1% of 60,000 active;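 active = activation above the screen-wide mean plus 3 SD, cut at about 4.5% in these data, passing the limit was not always enough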; also: some compounds called inactive have numbers as strong as hits
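Assay system: CHO cells stably expressing human S1P3, Gα16 and NFAT-β-lactamase reporter. Timing: overnight plating, 4 h compound 37 °C, 2 h substrate RT. Signal: β-lactamase FRET emission ratio 460/535 nm. Measure: percent activation versus median 1 µM S1P response, basal-subtracted, per plate. Repeats: primary screen single test, confirmation screen in triplicate.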
Jurkat tox 60K: cytotoxic compounds reducing Jurkat cell viability. Jurkat E6.1 viability, ATP luminescence, 48 h. inhibition, % at 4 µM. 1.2% of 56,000 active;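 active = inhibition above the mean inhibition of all tested compounds plus 3 SD, cut at about 28% in these data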
S1P1 ag pot: activates or potentiates agonism at human S1P1 receptor | S1P1 CRE-bla cells, forskolin, beta-lactamase FRET, potentiator mode; S1P1 agonist co-added at EC20, 2 nM; 100% = saturating reference agonist, 0% = basal | activation, % at 9.5 µM | AID 449 | P21453 | 0.57% of 56,000 active;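 active = activation above a cutoff set at the mean activation of all tested compounds plus 3 SD, cut at about 54% in these data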;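 also: forskolin at 4 µM as EC80 and the EC20 agonist is SEW2871; 100% = SEW2871 at its EC100 plus forskolin at EC80; some compounds past the cut are filed as inactive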
M1 ag: activates the M1 muscarinic receptor | CHO-M1 cells, Fluo-4 calcium fluorescence, agonist mode; stronger effect = higher value | B-score at 10 µM | 3% of 64,000 active;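 active = fluorescence rise, raw or as B-score row- and column-corrected plate score, outside the 99.7% band of its plate's samples, either direction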
5HT1a antag: blocks the human serotonin 5-HT1a receptor; P08908; CHO 5-HT1a Ga15 NFAT-bla reporter, antagonist mode; inhibition, % at 10 µM; 0.68% of 62,000 active; AID 612;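 active = inhibition above the mean of all tested compounds plus 3 SD, cut at about 43% in these data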;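 also: receptor stimulated by 5-CT agonist at 100 nM near EC80; beta-lactamase reporter measured by ratiometric fluorescence of a cleavable substrate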
M1 antag: M1 muscarinic receptor (rat) antagonism | P08482 | CHO-M1 cells, Fluo-4 calcium, ACh EC80 antagonist mode; stronger effect = lower value | B-score at 10 µM | 3.4% of 64,000 active;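 active = calcium fluorescence response, raw or row-and-column corrected B-score, differing from the plate sample mean either way at a set confidence level, mostly lower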
Target sequence (P08482 whole entry, looked up): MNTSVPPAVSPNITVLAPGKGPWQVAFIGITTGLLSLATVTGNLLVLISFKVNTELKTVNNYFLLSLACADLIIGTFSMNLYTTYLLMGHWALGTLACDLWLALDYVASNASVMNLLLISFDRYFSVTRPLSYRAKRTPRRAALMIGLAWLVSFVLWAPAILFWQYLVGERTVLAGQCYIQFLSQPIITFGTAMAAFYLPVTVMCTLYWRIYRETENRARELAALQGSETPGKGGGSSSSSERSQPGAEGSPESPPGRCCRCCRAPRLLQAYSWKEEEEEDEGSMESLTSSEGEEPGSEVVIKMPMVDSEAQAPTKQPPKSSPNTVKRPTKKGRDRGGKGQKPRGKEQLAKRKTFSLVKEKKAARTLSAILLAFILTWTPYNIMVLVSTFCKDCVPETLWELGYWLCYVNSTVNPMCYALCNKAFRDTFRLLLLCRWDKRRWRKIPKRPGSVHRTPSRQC
Active calls of the source: *; nt = no result given.

no. | canonical_smiles | 5HT1E ag | 5HT1E antag | HTR1A agonist | S1P3 agonist | Jurkat tox 60K
1 | Cc1cc(C)c(C#N)c(SCC(=O)c2cccs2)n1 | -0.1 | 5.9 | 1.3 | -0.5 | 0.4
2 | COc1ccc(-n2cnnc2SCc2ncc(-c3ccccc3)o2)cc1 | 0.6 | -0.2 | -2.6 | -0.1 | -6.6
3 | O=C1C2(c3ccccc3)CN(CCCO)CC1(c1ccccc1)CN(CCCO)C2 | 0.6 | 4.0 | 0.5 | 0.7 | -8.1
4 | O=C(NCCNCCO)c1c(O)c2cccc3c2n(c1=O)CCC3 | 0.7 | -16.7 | 3.0 | 0.5 | -2.1
5 | COc1cccc(OCc2nc3c4cnn(-c5ccccc5)c4ncn3n2)c1 | -0.1 | 2.0 | 24.2* | -0.6 | -3.1
6 | CCOC(=O)COc1nc(C)c(Br)c(OC)n1 | 1.1 | 17.4 | -6.5 | -0.8 | 0.0
7 | CC(NC(=O)CCC(=O)NC(C)C1COc2ccccc2O1)C1COc2ccccc2O1 (configuration not stated) | 1.0 | -9.1 | 0.1 | 1.4 | -6.4
8 | CCC(=O)N1CCN(C(C)=O)C1c1ccccc1 (configuration not stated) | -1.2 | -10.9 | -2.0 | 2.3 | 4.4
9 | COc1cc(-c2nnc(COc3ccc4cc(Br)ccc4c3)o2)cc(OC)c1OC | 0.6 | -4.7 | 0.8 | -0.5 | -9.3
10 | CCC(c1nnnn1CC1CCCO1)N(CCN1CCOCC1)Cc1cc2cc(C)ccc2[nH]c1=O (configuration not stated) | 1.1 | 1.1 | 0.5 | 0.7 | -12.2
11 | CCC(=NCc1ccccc1)C1=C(O)C(C(=O)OC)C(C)(C)CC1=O (configuration not stated) | 0.1 | 7.1 | -1.3 | -0.2 | -1.0
12 | Cc1nc(NCc2ccc3c(c2)OCO3)c2oc3ccccc3c2n1 | 0.0 | -1.7 | -0.1 | nt | nt
13 | Cc1ccc2oc(=O)c3cnn(CC(=O)NC4CCCCC4C)c3c2c1 (configuration not stated) | 0.5 | -4.8 | -2.0 | -0.6 | 0.3
14 | COc1ccc(NC(=O)Nc2ncn(Cc3cccc(C(F)(F)F)c3)n2)cc1OC | 1.1 | 6.7 | 1.6 | -1.0 | 3.3
15 | O=C(Nc1ccc(N2CCOCC2)c(F)c1)c1ccncc1 | -1.4 | 5.9 | -1.7 | -0.8 | 14.3

no. | S1P1 ag pot | M1 ag | 5HT1a antag | M1 antag
1 | nt | 0.951 | 12.2 | -0.0167
2 | -16.7 | -0.715 | 2.3 | 0.0598
3 | -4.2 | 0.00249 | 1.8 | -0.472
4 | -23.2 | 0.782 | 0.8 | 0.45
5 | 6.2 | -0.0814 | -0.1 | -1.1
6 | 3.6 | 0.224 | 2.4 | -0.0177
7 | 4.1 | -0.136 | -0.3 | 0.823
8 | 19.1 | 0.616 | 5.9 | 0.191
9 | -12.5 | -0.526 | -11.8 | -0.239
10 | 2.0 | 0.683 | 0.4 | 0.108
11 | 3.1 | -0.0537 | -23.0 | 0.391
12 | nt | -0.898 | 10.6 | 0.817
13 | 5.4 | -0.263 | 9.0 | -1.07
14 | -16.3 | -0.734 | -9.0 | -0.22
15 | 15.9 | 0.668 | 9.5 | -1.37

no. | canonical_smiles | 5HT1E ag | 5HT1E antag | HTR1A agonist | S1P3 agonist | Jurkat tox 60K
16 | C=CCc1cccc2cc(C(=O)NC)c(=O)oc12 | -0.2 | 6.5 | -0.8 | -1.1 | -4.6
17 | CCN(Cc1ccccc1)C(c1cccs1)c1nnnn1C1CCCCC1 (configuration not stated) | -0.2 | 7.0 | -0.6 | -0.6 | -3.9
18 | CSc1ccc(C(=S)N2CCN(C)CC2)cc1 | -0.6 | 5.1 | -0.9 | -1.4 | -4.8
19 | CCc1nn(C(C)C(=O)N2CCN(Cc3ccccc3)CC2)c(=O)c2cc3occc3n12 (configuration not stated) | 16.1* | -9.5 | -0.2 | -0.1 | 4.4
20 | Cc1ccc(S(=O)(=O)NCCN(CCNS(=O)(=O)c2ccc(C)cc2)S(C)(=O)=O)cc1 | 0.5 | -7.8 | -0.1 | -0.9 | -0.9
21 | CCOC(=O)C1CCN(C(=O)CCc2nc3ccccc3[nH]2)CC1 | -0.1 | 2.7 | -2.2 | 0.0 | -1.5
22 | Cc1c(Cl)cccc1NC(=O)CSCc1cc(=O)[nH][nH]1 | -0.7 | 14.5 | -0.6 | -1.1 | 6.4
23 | O=C(NCCC1=CCCCC1)C1COc2ccccc2O1 (configuration not stated) | -1.4 | 7.1 | -1.0 | 2.2 | -5.4
24 | CS(=O)(=O)N(C(=O)NC(=O)NC1CCS(=O)(=O)C1)C1CCCCC1 (configuration not stated) | 0.1 | -2.3 | -4.2 | -0.8 | 0.6
25 | Oc1ccc(Oc2ncc(Cl)cc2Cl)cc1 | 1.1 | 0.5 | -0.9 | 0.4 | -10.3
26 | CCOC(=O)c1c(-c2ccc(C)s2)csc1NC(=O)c1ccco1 | 0.6 | -4.3 | -2.0 | -1.4 | 4.9
27 | CCC(C)Sc1nc2c(c(=O)[nH]c(=O)n2C)n1CC(O)COc1cccc2ccccc12 (configuration not stated) | 1.1 | -9.3 | 3.7 | 0.1 | -2.1
28 | Brc1ccccc1-c1nnc(CSc2nnnn2-c2ccccc2)o1 | -0.3 | 11.5 | -0.8 | -0.9 | 12.3
29 | CCS(=O)(=O)N1CCN(S(=O)(=O)c2ccc(F)cc2)CC1 | -0.2 | 4.2 | 0.1 | -0.9 | -5.0
30 | COc1ccc(Cl)cc1N1C(=O)C2CCCN2C1c1ccc(F)c(F)c1 (configuration not stated) | 0.4 | 0.4 | -2.1 | 3.4 | -3.1

no. | S1P1 ag pot | M1 ag | 5HT1a antag | M1 antag
16 | -1.3 | -0.117 | 1.4 | 0.43
17 | -11.0 | 0.13 | 43.9* | 0.754
18 | -13.6 | nt | -0.4 | nt
19 | 11.8 | 0.00486 | -4.9 | -0.459
20 | -8.7 | 1.03 | -7.7 | -0.275
21 | 0.2 | 0.843 | -1.9 | 0.0145
22 | 24.2 | 0.0947 | 9.2 | -0.922
23 | 12.1 | nt | -2.4 | nt
24 | -38.6 | 0.522 | -11.0 | -0.871
25 | 16.4 | 0.235 | 1.7 | -0.148
26 | 8.9 | -0.456 | -6.7 | -1.09
27 | -10.6 | -0.496 | -16.8 | -0.336
28 | 24.9 | 0.869 | 0.2 | 0.585
29 | nt | -0.333 | -4.2 | 0.041
30 | -10.2 | 0.349 | 18.7 | -0.0576

Next part, starting with the last 2 of the part before.
no. | canonical_smiles | 5HT1E ag | 5HT1E antag | HTR1A agonist | S1P3 agonist | Jurkat tox 60K
29 | CCS(=O)(=O)N1CCN(S(=O)(=O)c2ccc(F)cc2)CC1 | -0.2 | 4.2 | 0.1 | -0.9 | -5.0
30 | COc1ccc(Cl)cc1N1C(=O)C2CCCN2C1c1ccc(F)c(F)c1 (configuration not stated) | 0.4 | 0.4 | -2.1 | 3.4 | -3.1
31 | COc1ccc(CCN(C)C(=O)CN2C(=O)c3ccccc3S2(=O)=O)cc1OC | -0.3 | 19.1 | -2.5 | 0.0 | 7.0
32 | Cc1cc(NCc2ccco2)nc2cc(O)ccc12 | 1.8 | -0.9 | 2.3 | -1.2 | 2.3
33 | COc1ccc(C(=O)Oc2ccc(C(C)=O)cc2)c(OC)c1 | -0.3 | -4.5 | -3.2 | -0.8 | -6.8
34 | Cc1ccc(Cn2ccc(NC(=O)c3c(-c4ccccc4Cl)noc3C)n2)cc1 | 0.3 | -5.9 | -2.1 | nt | nt
35 | CCC(CC)C(=O)Nc1cc(C)c2c(=O)oc3ccccc3c2n1 | 0.5 | 30.7* | 2.0 | 0.0 | -3.7
36 | CN1C(=O)c2cccc3c(S(=O)(=O)NCc4ccco4)ccc1c23 | -0.7 | 14.7 | 0.2 | -0.1 | -7.8
37 | CCn1c(SCC(=O)N2CCOCC2)nc(O)cc1=O | 0.0 | -6.4 | -4.9 | 0.6 | -1.2
38 | CCCOC1CCCN(C(=O)c2cc(Cl)c(Cl)cc2C(=O)O)C1 (configuration not stated) | 0.8 | 7.9 | -1.5 | 0.5 | -12.4
39 | CCCn1c(SCC(=O)NC(C)(C)C)nnc1C(C)C | 2.0 | 2.0 | -3.8 | -1.3 | 2.2
40 | CC1CCC(NC(=O)CC2Oc3ccccc3NC2=O)CC1 (configuration not stated) | 0.4 | -5.0 | -1.8 | -0.5 | 1.9
41 | CCOC(=O)NC(C(F)(F)F)(C(F)(F)F)P(=O)(c1ccccc1)c1ccccc1 | -0.3 | -0.1 | -1.0 | -0.4 | -8.0
42 | Cc1ccc(SCc2nc(-c3ccccc3)no2)cc1 | -0.7 | 0.8 | -3.6 | 0.2 | 4.2
43 | CNc1cc(C)nc(-n2nc(C)cc2C)n1 | -0.8 | -1.6 | -1.2 | 0.2 | 3.6
44 | Cc1nc2nc(Cc3ccccc3)[nH]n2c(=O)c1Cc1ccccc1 | -0.1 | -8.4 | 0.6 | -1.1 | -3.2
45 | O=C(Oc1ccc2c(c1)OCO2)c1cc2c(s1)CCC2 | 0.3 | -7.4 | 1.0 | 0.3 | 43.0*
46 | CCOC(=O)N1CCN(C(=O)CN(c2ccccc2OC)S(=O)(=O)c2ccc(C)cc2)CC1 | -0.8 | -4.4 | -1.6 | -1.4 | -2.0
47 | COC(=O)C(C(=O)N1CCN(C)CC1)C1CCCCCC1 (configuration not stated) | 0.3 | -1.1 | -1.2 | 0.0 | 1.5
48 | N#Cc1cn(Cc2cccc(Cl)c2)c2ccccc12 | 0.1 | 8.0 | -2.7 | 0.4 | -2.0

no. | S1P1 ag pot | M1 ag | 5HT1a antag | M1 antag
29 | nt | -0.333 | -4.2 | 0.041
30 | -10.2 | 0.349 | 18.7 | -0.0576
31 | -19.7 | -1.4 | 0.0 | 0.842
32 | 4.5 | -0.902 | -4.9 | -1.47
33 | 9.9 | -0.0548 | 10.6 | -0.017
34 | nt | 0.232 | 11.3 | -0.826
35 | -28.0 | 0.767 | -50.9 | 0.0805
36 | -26.5 | 0 | 23.6 | 0
37 | -22.0 | -0.375 | -3.9 | 0.0249
38 | 5.3 | 36.9* | 2.9 | -3.43*
39 | 8.2 | 1.14 | 9.3 | 0.0796
40 | -9.1 | -0.0962 | 0.7 | -2.41
41 | -20.4 | -0.356 | 3.2 | 1.23
42 | 1.9 | -0.914 | 1.2 | -0.665
43 | -14.8 | -0.00517 | -4.7 | 0.944
44 | nt | 0.962 | 19.0 | -0.561
45 | 9.7 | 0.572 | 3.4 | 0.539
46 | 26.4 | 0.0138 | -0.1 | -2.63*
47 | 1.7 | -0.411 | 9.4 | -3.27*
48 | 23.0 | 0.45 | -2.2 | 1.26

Shown as a hit in M1 antag, of those listed so far:
| cpd | molecule | 5HT1E ag | 5HT1E antag | HTR1A agonist | S1P3 agonist | S1P1 ag pot | M1 ag | 5HT1a antag | M1 antag |
| --- | --- | --- | --- | --- | --- | --- | --- | --- | --- |
| 38 | CCCOC1CCCN(C(=O)c2cc(Cl)c(Cl)cc2C(=O)O)C1 (configuration not stated) | 0.8 | 7.9 | -1.5 | 0.5 | 5.3 | 36.9* | 2.9 | -3.43* |
| 46 | CCOC(=O)N1CCN(C(=O)CN(c2ccccc2OC)S(=O)(=O)c2ccc(C)cc2)CC1 | -0.8 | -4.4 | -1.6 | -1.4 | 26.4 | 0.0138 | -0.1 | -2.63* |
| 47 | COC(=O)C(C(=O)N1CCN(C)CC1)C1CCCCCC1 (configuration not stated) | 0.3 | -1.1 | -1.2 | 0.0 | 1.7 | -0.411 | 9.4 | -3.27* |

Hits appear at their usual frequency; 8.9% or so of the library scored in one or more.
